Neddyl block: blocks human cullin neddylation | AID 651699 | calls only at 25 µM | TR-FRET cullin neddylation, biochemical | 360,000 compounds, 0.58% hits; in the data active means inhibition above about 36%
Scp-1 inhibitor: blocks human Scp-1 phosphatase activity; AID 493091; 340,000 compounds, 0.88% hits; inhibition, % at 20 µM; Q9GZU7; Recombinant Scp1, phosphopeptide, malachite green phosphate absorbance;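 active means inhibition above about 50% at 20 µM, limit read from the data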;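 further: plate controls were DMSO wells with enzyme for no effect and wells lacking enzyme for full effect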
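Test system: SCP-1 catalytic domain; Buffer or medium: Acidic Tris acetate buffer with magnesium and detergent; Also added: Phosphorylated 17-residue peptide substrate; Compound: single 20 µM dose, 1% DMSO; Schedule: enzyme reaction 45 min at room temperature, colour 5 min, stabilisation 30 min; Signal: Phosphate-binding colour reagent, absorbance read at 630 nm.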
STEP block: inhibitors of human striatal-enriched phosphatase STEP; P54829; recombinant STEP, OMFP fluorogenic substrate, fluorescence; inhibition, % at 20 µM; 360,000 compounds, 0.25% hits;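 active means inhibition at 20 µM, scaled per plate between control wells, above about 37%, limit read from the data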;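 further: 0% = DMSO with enzyme and substrate and 100% = substrate only without enzyme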
Target sequence (P54829 whole entry, looked up): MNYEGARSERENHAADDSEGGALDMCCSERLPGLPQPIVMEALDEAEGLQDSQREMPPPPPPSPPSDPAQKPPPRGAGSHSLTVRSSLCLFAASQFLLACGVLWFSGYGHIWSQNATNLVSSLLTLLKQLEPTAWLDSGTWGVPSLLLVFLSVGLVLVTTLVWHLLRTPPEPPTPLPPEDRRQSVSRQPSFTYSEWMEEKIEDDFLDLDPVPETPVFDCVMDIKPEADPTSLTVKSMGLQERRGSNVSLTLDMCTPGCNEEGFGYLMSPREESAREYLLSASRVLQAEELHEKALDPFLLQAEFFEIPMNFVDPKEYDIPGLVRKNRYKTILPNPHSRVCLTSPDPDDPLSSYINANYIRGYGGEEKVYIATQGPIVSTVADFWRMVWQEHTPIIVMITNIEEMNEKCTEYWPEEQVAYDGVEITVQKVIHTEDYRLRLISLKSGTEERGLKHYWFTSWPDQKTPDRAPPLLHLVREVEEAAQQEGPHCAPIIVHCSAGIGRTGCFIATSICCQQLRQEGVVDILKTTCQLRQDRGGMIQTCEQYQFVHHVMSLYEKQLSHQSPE
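material = STEP tyrosine phosphatase | reagent = fluorogenic phosphatase substrate OMFP at 25 µM final | doses = single compound dose of 20 µM, 1% DMSO final | schedule = 20 min reaction, room temperature, in the dark | measured by = fluorescence, 480/540 nm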
Rpn11 inh: Rpn11 (human) deubiquitinase inhibition; human 26S proteasome, Ub4-pepOG fluorescence polarization; 20S core pre-blocked with epoxomicin; 360,000 compounds, 0.59% hits; calls only at 20 µM; AID 588493; O00487;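 active means inhibition at 20 µM, scaled to each plate's controls, above about 33%, limit read from the data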
Target sequence (O00487 whole entry, looked up): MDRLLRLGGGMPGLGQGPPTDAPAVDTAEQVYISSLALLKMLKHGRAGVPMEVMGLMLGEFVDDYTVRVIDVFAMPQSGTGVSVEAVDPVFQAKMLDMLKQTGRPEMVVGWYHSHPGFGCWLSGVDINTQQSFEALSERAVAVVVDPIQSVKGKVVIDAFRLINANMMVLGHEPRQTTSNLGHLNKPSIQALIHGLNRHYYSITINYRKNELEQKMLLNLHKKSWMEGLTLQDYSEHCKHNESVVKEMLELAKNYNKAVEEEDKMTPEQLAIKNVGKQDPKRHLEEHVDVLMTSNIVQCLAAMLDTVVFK
DNMT1 block: inhibitors of human DNMT1. DNMT1 molecular beacon, Hinp1I cleavage, fluorescence. P26358. inhibition (reported as % activation of signal), % at 10 µM. 360,000 compounds, 0.83% hits; in the data active means inhibition above about 50%
CSN deneddyl inh: inhibitors of human CSN-mediated cullin deneddylation; Purified CSN, SCF-Nedd8-OG deneddylation, fluorescence polarization; inhibition, % at 12.5 µM; 360,000 compounds, 0.38% hits;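 active means pattern-corrected inhibition above about 35%, with an unprinted fluorescence ratio check between 0.5 and 1.5, limit read from the data, passing the limit was not always enough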;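 further: 0% = enzyme with substrate and 100% = substrate without enzyme; some results filed as inactive read as strong as hits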
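Schedule: reaction 90 min, room temperature / Assay system: HEK293T-derived human Csn5 enzyme / Input: Csn5 at 0.24 nM final / Measure: inhibition of Csn5 cleavage, % / Control set: substrate-only high control, full reaction low control / Technique: fluorescence polarization of the substrate / Buffer or medium: Tris/NaCl/DTT buffer, pH 7.5 / Reagent: SCFSkp2-Nedd8OG substrate at 10 nM final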
SUMO1-SIM PPI: SUMO1-SIM interaction modulation; P63165; 360,000 compounds, 0.33% hits; SUMO1 binding to a labelled peptide, TR-FRET, 1 h; AID 602429; inhibition, % at 20 µM; in the data active means inhibition above about 37%
LMPTP inh: blocks human LMPTP phosphatase; recombinant LMPTP-A, OMFP fluorogenic substrate, fluorescence intensity; inhibition, % at 20 µM; 360,000 compounds, 0.22% hits; P24666;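 active means compounds that cut the enzyme signal by at least half of the control window in the single-dose screen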;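 further: plate controls were DMSO wells with enzyme plus substrate for no effect and substrate without enzyme for full effect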
Target sequence (P24666 whole entry, looked up): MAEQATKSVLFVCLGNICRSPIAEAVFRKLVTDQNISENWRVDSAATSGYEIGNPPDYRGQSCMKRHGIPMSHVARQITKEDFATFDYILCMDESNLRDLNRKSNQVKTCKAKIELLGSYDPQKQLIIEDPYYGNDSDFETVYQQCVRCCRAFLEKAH
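Test system – LMPTP-A phosphatase enzyme · Quantity – 0.625 nM LMPTP-A final · Reagent – OMFP substrate, 400 µM final · Dosing – one test concentration per compound, 20 µM, with 3% DMSO overall · Timing – 50 min enzyme reaction at room temperature, protected from light · Detection – fluorescence intensity · Controls – substrate-only low control, DMSO enzyme-plus-substrate high control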
Rin1 Abl inh: blocks binding of human Rin1 to Abl; 360,000 compounds, 0.4% hits; AID 588664; P00519+Q13671; TR-FRET Rin1/Abl binding, biochemical; inhibition, % at 7.35 µM; in the data active means inhibition above about 5%, passing the limit was not always enough
NadD inh: blocks S. aureus nicotinate mononucleotide adenylyltransferase. purified NadD enzyme, colorimetric absorbance read-out. inhibition, % at 20 µM. 360,000 compounds, 0.78% hits. AID 602399; in the data active means inhibition above about 26%; further: some compounds past the cut are filed as inactive
* = called active by the depositor; i = inactive; x = not tested or not shown; + = active, no number.

cpd	Compound	Neddyl block	Scp-1 inhibitor	STEP block	Rpn11 inh	DNMT1 block
1	COc1ccc(CCn2nnnc2C(C(C)C)N2CCN(c3ncccn3)CC2)cc1OC (configuration not stated)	i	0.5	-0.2	i	-1.0
2	CC(NC(=O)OCc1ccccc1)C(=O)NCC(=O)NC(Cc1ccc(OC(C)(C)C)cc1)C(=O)OC(C)(C)C (configuration not stated)	i	-11.1	-1.4	i	-5.1
3	COc1ccc(OC)c(-n2c(SC)nnc2-c2c[nH]c3ccccc23)c1	i	2.4	1.6	i	-1.4
4	O=C(CCN1CCCCC1)NCC1OCCc2ccccc21 (configuration not stated)	i	0.5	1.7	i	0.5
5	CC(=O)Nc1ccc(C(O)(C(F)(F)F)C(F)(F)F)cc1	i	2.9	0.3	i	-0.2
6	O=C(COC(=O)c1cc(=O)[nH]c2ccccc12)NCc1ccccc1Cl	i	-6.8	1.7	i	-0.9
7	COc1ccc2[nH]cc(CCNS(=O)(=O)c3ccc(C)cc3)c2c1	i	9.0	0.0	i	0.2
8	COC(=O)CSC1=C(C#N)C(c2ccc(F)cc2)CC(=O)N1 (configuration not stated)	i	0.3	-0.7	i	1.6
9	Cc1nnc(N2C(=O)C(O)=C(C(=O)c3ccco3)C2c2cccc3ccccc23)s1 (configuration not stated)	i	-12.5	4.3	i	-0.8
10	CC1(C)NC(=O)N(CCCCOc2ccc3ccccc3c2Cl)C1=O	i	-13.8	3.6	i	-11.9
11	O=C1[C@@H]2CSCN2C(=O)CN1Cc1c(F)cccc1Cl	i	-9.1	5.5	i	4.1
12	CCOC(=O)CSc1nc2ccccc2c(=O)n1C1CCCC1	i	-10.4	3.7	i	1.3

cpd	CSN deneddyl inh	SUMO1-SIM PPI	LMPTP inh	Rin1 Abl inh	NadD inh
1	-2.8	-2.3	-0.5	-1.8	-0.2
2	-1.2	-2.4	-0.9	-0.8	-3.8
3	-7.9	0.5	0.0	0.1	1.5
4	48.5	-2.3	-1.5	0.9	2.5
5	3.7	-3.9	1.2	-2.3	-6.9
6	-4.5	-15.5	0.2	-0.6	-3.9
7	-2.9	1.8	-0.3	-0.9	-5.9
8	3.2	2.7	-1.9	-1.9	1.1
9	13.9	-24.9	4.1	-2.2	13.5
10	1.8	-9.9	1.9	-5.2	-7.0
11	0.0	1.3	0.6	-0.4	-3.1
12	0.3	-4.9	-0.4	-1.7	-11.6

The listing continues:
cpd	Compound	Neddyl block	Scp-1 inhibitor	STEP block	Rpn11 inh	DNMT1 block
13	Cc1cccc(NC(=O)c2ccc(S(=O)(=O)C(F)F)cc2)c1C	i	-7.9	0.7	i	6.6
14	CCOC(=O)CC(NS(=O)(=O)c1ccc2[nH]c(=O)sc2c1)c1ccc(C)cc1 (configuration not stated)	i	1.4	2.0	i	5.9
15	COc1cccc(NC(=O)CSc2ccc(-c3ccco3)nn2)c1	i	-6.0	0.0	i	-2.5
16	CCOc1ccc(S(=O)(=O)N(C)CCO)cc1-c1nc2c(C(C)(C)C)nn(C)c2c(=O)[nH]1	i	-10.8	6.2	i	5.5
17	COC(=O)[C@H](C)NC(=O)Nc1ccc(OC(F)(F)F)cc1	i	-9.5	-3.2	i	1.0
18	CN(C)c1ccc(/C=N/NC(=O)c2sccc2-n2cccc2)cc1	i	-2.0	-2.5	i	-1.2
19	CCCCOC(=O)C(C#N)c1nc2ccccc2nc1N1CCOCC1 (configuration not stated)	i	-7.5	1.2	i	-8.4
20	CN(CC(=O)Nc1ccc(S(N)(=O)=O)cc1)Cc1ccccc1F	i	-4.0	-3.4	i	-4.8
21	O=c1[nH][nH]c(C(F)(F)F)c1C=Nc1cccc(Cl)c1	i	-4.3	0.0	i	3.1
22	COc1ccc(S(=O)(=O)c2nnn(-c3ccccc3Cl)c2N)cc1	i	-5.7	0.5	i	-8.7
23	O=C(Nc1ccccc1)NC1CCCCCCC1	i	-3.5	0.8	i	-4.0
24	Cc1cc(C)c(OCCN(C)Cc2ccccc2)c(Br)c1	i	-10.4	-3.2	i	0.9

cpd	CSN deneddyl inh	SUMO1-SIM PPI	LMPTP inh	Rin1 Abl inh	NadD inh
13	-2.8	-2.5	-0.2	2.7	-6.1
14	2.4	-9.3	0.8	1.4	-4.3
15	-2.8	-11.3	2.2	-0.3	2.0
16	3.6	7.3	0.0	-1.2	-2.9
17	-0.7	3.0	-1.8	-0.6	-3.6
18	5.3	-15.7	-0.3	0.7	0.0
19	6.8	-13.3	2.9	-2.1	-5.9
20	-8.6	-0.7	-2.2	-1.2	-7.0
21	2.2	-1.4	-4.3	3.0	-3.1
22	-1.4	6.8	-0.8	4.1	1.7
23	-4.5	1.5	0.3	-0.9	-2.2
24	-0.2	6.6	-0.4	-1.4	-10.5

Next structures.
cpd	Compound	Neddyl block	Scp-1 inhibitor	STEP block	Rpn11 inh	DNMT1 block
25	COc1ccc(O)c(/C=N/NS(=O)(=O)c2ccc(C)cc2)c1	i	-2.8	-6.5	i	5.8
26	O=C(N/N=C(\c1ccccc1)c1cccnc1)C(O)(c1ccccc1)c1ccccc1	i	3.0	2.0	i	-2.4
27	CN(NS(=O)(=O)c1ccc(F)cc1)c1ncc(C(F)(F)F)cc1Cl	i	0.4	-2.9	i	0.2
28	CC(=O)ON1C(C)(C)CC(OC(=O)c2ccccc2)CC1(C)C	i	-0.4	-3.4	i	-2.4
29	COCCN(C(=O)C1CCN(C(=O)c2ccccc2C)CC1)c1c(N)n(CC(C)C)c(=O)[nH]c1=O	i	63.3*	-3.6	i	5.5
30	CC(=O)NCCC(=O)N1CCc2c([nH]c3ccccc23)C1c1cccc(C)c1 (configuration not stated)	i	-9.3	9.2	i	-2.7
31	CCOC(=O)N1CCN(C(=S)NC(=O)c2cccc(OC)c2)CC1	i	7.3	-2.1	i	-1.9
32	COC(=O)c1ccc(-c2ccc(F)cc2)nc1C	i	-2.0	2.2	i	1.4
33	COc1ccc(C(=O)C(c2ccccc2)N2CCOCC2)cc1 (configuration not stated)	i	2.6	-0.3	i	-2.7
34	C[C@@H](C(=O)OCn1nnc2ccccc2c1=O)N1C(=O)C2CCCCC2C1=O (some centres not stated)	i	-8.3	-4.8	i	1.1
35	Nc1ccc(-c2nc3ccc(N)cc3s2)cc1	i	-0.7	12.6	i	-20.3
36	CCN(CC)C(=O)Nc1cnc2ccccc2c1	i	-10.1	3.7	i	-0.7

cpd	CSN deneddyl inh	SUMO1-SIM PPI	LMPTP inh	Rin1 Abl inh	NadD inh
25	4.6	-7.4	0.2	-0.2	0.6
26	-4.6	-3.6	-0.3	-0.6	1.0
27	-11.4	2.9	-0.7	-0.1	-2.7
28	6.1	-2.5	-1.9	1.8	-3.0
29	-5.3	0.6	-2.3	3.6	3.8
30	-2.3	-1.0	0.7	-1.6	-2.0
31	-2.7	1.6	-1.0	1.2	1.4
32	-2.6	0.3	0.0	4.7	4.7
33	-0.7	-3.7	-2.1	-0.8	-1.0
34	-5.9	-5.0	-0.7	4.1	0.8
35	4.7	-13.9	-0.8	-7.5	-2.4
36	3.4	0.3	0.0	-3.3	4.0

3 of the compounds above, as tab-separated lines:
no.	Molecule	Neddyl block	Scp-1 inhibitor	STEP block	Rpn11 inh	DNMT1 block	CSN deneddyl inh	SUMO1-SIM PPI	LMPTP inh	Rin1 Abl inh	NadD inh
28	CC(=O)ON1C(C)(C)CC(OC(=O)c2ccccc2)CC1(C)C	i	-0.4	-3.4	i	-2.4	6.1	-2.5	-1.9	1.8	-3.0
4	O=C(CCN1CCCCC1)NCC1OCCc2ccccc21 (configuration not stated)	i	0.5	1.7	i	0.5	48.5	-2.3	-1.5	0.9	2.5
8	COC(=O)CSC1=C(C#N)C(c2ccc(F)cc2)CC(=O)N1 (configuration not stated)	i	0.3	-0.7	i	1.6	3.2	2.7	-1.9	-1.9	1.1

Continued:
cpd	Compound	Neddyl block	Scp-1 inhibitor	STEP block	Rpn11 inh	DNMT1 block
37	O=C(O)c1cccc2c1C(=O)c1cc([N+](=O)[O-])ccc1-2	i	-0.3	0.7	i	-2.4
38	CCCCn1c(=O)n(CC(=O)Nc2c(CC)cccc2CC)c(=O)c2c1nc(CO)n2CCC	i	-7.1	0.1	i	0.4
39	COc1ccccc1-c1ccc(SCC(=O)NC2CCCCC2)nn1	i	-5.5	-0.1	i	4.1
40	CN(CC(=O)NCc1ccc(Cl)cc1)S(=O)(=O)c1cccc2nsnc12	i	-14.7	-2.9	i	2.2
41	COc1ccc(C(=O)Nc2ccnn2C2CCN(Cc3ccncc3)CC2)cc1	i	-4.8	3.8	i	4.0
42	CC1(C)CC(=O)c2c(O)cc(OCC(=O)NCCc3ccc(S(N)(=O)=O)cc3)cc2O1	i	1.4	1.2	i	-6.4
43	CCOc1ccc(NC(=O)CN(C)C(=O)C2CC(=O)N(CCc3ccc(OC)c(OC)c3)C2)cc1OCC (configuration not stated)	i	-2.4	-2.5	i	0.1
44	CN(CCN1CCOCC1)C(=O)c1cc(COc2ccc(F)cc2Cl)on1	i	x	-0.9	i	2.5
45	COc1ccc(NC(=S)N/N=C2\CC(C)(C)Oc3ccc(O)cc32)cc1	+	1.2	-1.0	i	-11.7
46	NS(=O)(=O)c1ccc(CCNC(=O)c2ccc(Cl)c(S(=O)(=O)N3CCCCCC3)c2)cc1	i	-2.4	1.0	i	-8.2
47	C[C@@H]1COC(=O)[C@@H](CC(=O)OC(C)(C)C)C/C=C\C[C@@H](CC(=O)N[C@@H](CO)Cc2ccccc2)C(=O)N1	i	-8.2	2.4	i	4.8
48	Cc1ccc(NC(=O)C2=C(O)c3ccccc3N(C)S2(=O)=O)cc1	i	-6.0	1.8	i	-0.6
49	Cc1cc(C)n(-c2nnc3c4ccccc4n(C)c3n2)n1	i	-0.7	-4.5	i	-4.7
50	CNc1ccc(Br)cc(C(=O)/C=C/c2ccc(OC)cc2OC)c1=O	i	11.6	-1.6	i	15.7

cpd	CSN deneddyl inh	SUMO1-SIM PPI	LMPTP inh	Rin1 Abl inh	NadD inh
37	1.0	-24.5	-1.0	-0.9	1.2
38	5.8	1.3	-0.7	-1.4	-2.9
39	6.4	-0.2	-0.5	2.9	0.0
40	5.5	-24.0	-0.3	-0.5	-4.1
41	-3.6	-1.9	-2.4	-1.1	-1.2
42	-0.8	7.8	-0.9	-2.9	3.0
43	-1.2	1.5	-0.4	-0.1	4.1
44	3.2	1.9	-2.2	3.1	1.6
45	-0.3	-8.0	1.4	4.5	4.1
46	1.7	7.5	1.3	4.9	-0.2
47	-2.7	-1.4	-1.6	3.6	-3.8
48	-3.9	-0.7	-0.5	-3.2	-9.8
49	-1.5	-13.4	0.4	-2.3	-1.0
50	28.8	11.8	24.2	5.0	23.4

Screening data deposited in PubChem BioAssay by several laboratories.
